Compound activity as filed in PubChem.
STAT3 inh: inhibitors of IL-6 induced STAT3 signaling | U3A cells, IL-6 STAT3-luciferase reporter, luminescence; host cell line lacks STAT1 | inhibition, % at 5.5 µM | 190,000 tested, 0.89% active | AID 862;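 active = inhibition above the mean inhibition across all screened compounds plus 3 SD, cut at about 44% in these data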;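 also: 0% = DMSO only wells and 100% = 100 µM nifuroxazide control wells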
RAM network inh: inhibitors of the yeast RAM network; inhibition, % at 50 µM; S. cerevisiae dse1pr::URA3 reporter, 5-FOA growth OD615, 2 d; analog-sensitive cbk1-as2 kinase mutant strain; AID 868; 190,000 tested, 1.8% active;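 active = inhibition above a set limit, 3 SD over mean compound inhibition, cut at about 8.4% in these data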;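 also: 0% = DMSO-only wells with no growth and 100% = 10 µM 1-NA-PP1 full growth; inhibition rescues growth on 5-FOA so higher OD means more RAM inhibition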
PPARg SRC-3 ag: promotes SRC-3 coactivator recruitment by human PPARgamma; P37231; biochemical PPARgamma/SRC-3 coactivator recruitment assay; activation, % at 8 µM; 200,000 tested, 0.26% active; AID 731; in the data active = activation above about 23%;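 also: 0% = DMSO and 100% = reference agonist; some compounds past the cut are filed as inactive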
STAT3 act: STAT3 signaling activation; U3A cells, IL-6 STAT3-luciferase reporter, luminescence; 100% = signal with IL-6 EC80 alone; activation (% of control), % at 5.6 µM; 190,000 tested, 0.91% active;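 active = activation above the screen-wide mean of compound activation plus 3 SD, cut at about 130% in these data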;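 also: 0% = background luminescence of wells with medium and substrate only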
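Detection: reporter luminescence signal / Assay system: STAT1-lacking human U3A cells, STAT3 luciferase reporter / Incubation: compound pre-incubation 1 h before IL-6, then 6 h stimulation at 37 °C / Control set: IL-6-only high control / Read-out: % activation relative to IL-6 control / Probe or stimulus: Interleukin-6, 33 ng/mL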
ROMK mod: human ROMK K+ channel modulation, primary screen | Tet-inducible ROMK, thallium flux fluorescence; actives lie on both sides | 130,000 tested, 2% active | B-score at 10 µM | AID 1918;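 active = signal ratio slope over the read window, or its plate-corrected B-score, at least 3 SD from the plate mean, either direction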;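 also: B-score of the F/F0 ratio slope over 7 to 12 s after thallium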
Target sequence (P48048 whole entry, looked up): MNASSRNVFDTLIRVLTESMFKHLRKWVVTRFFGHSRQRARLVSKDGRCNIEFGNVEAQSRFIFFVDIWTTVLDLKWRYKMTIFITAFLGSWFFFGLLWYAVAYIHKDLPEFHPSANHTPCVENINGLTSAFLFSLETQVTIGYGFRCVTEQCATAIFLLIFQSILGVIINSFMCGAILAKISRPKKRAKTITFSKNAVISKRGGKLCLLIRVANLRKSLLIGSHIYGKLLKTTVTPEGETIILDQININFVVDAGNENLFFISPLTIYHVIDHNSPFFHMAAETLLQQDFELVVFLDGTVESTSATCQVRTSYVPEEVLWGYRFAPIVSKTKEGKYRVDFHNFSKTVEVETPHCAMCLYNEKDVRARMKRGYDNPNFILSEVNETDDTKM
S1P3 antagonist: antagonists of human S1P3 receptor. Q99500. CHO S1P3 NFAT-BLA reporter, FRET fluorescence, antagonist mode. inhibition, % at 4.98 µM. 170,000 tested, 0.27% active;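 active = inhibition above the plate cutoff, the mean inhibition of test wells on that plate plus 3 SD, cut at about 28% in these data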;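 also: cells challenged with S1P at its EC80 of 0.8 µM; blue over green emission ratio from cleaved BLA substrate after 4 h stimulation; 0% = S1P-stimulated wells and 100% = unstimulated DMSO-only wells; some compounds past the cut are filed as inactive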
Target sequence (Q99500 whole entry, looked up): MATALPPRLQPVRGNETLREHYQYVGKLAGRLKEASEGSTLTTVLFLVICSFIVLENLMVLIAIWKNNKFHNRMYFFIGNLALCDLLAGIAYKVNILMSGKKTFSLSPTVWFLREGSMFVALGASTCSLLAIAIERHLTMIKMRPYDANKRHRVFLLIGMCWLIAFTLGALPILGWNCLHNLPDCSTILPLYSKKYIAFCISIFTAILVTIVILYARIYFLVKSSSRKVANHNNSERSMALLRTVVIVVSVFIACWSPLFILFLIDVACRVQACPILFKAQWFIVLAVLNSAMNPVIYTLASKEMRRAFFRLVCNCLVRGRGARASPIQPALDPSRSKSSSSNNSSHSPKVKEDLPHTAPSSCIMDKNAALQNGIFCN
PPARg SRC1 recr: agonists of human PPARgamma SRC-1 coactivator recruitment | 200,000 tested, 0.41% active | AID 631 | PPARgamma-SRC-1 coactivator recruitment biochemical assay | activation, % at 8 µM; in the data active = activation above about 19%;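 also: 0% = DMSO and 100% = reference agonist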
STAT1 inh: reduces IFN-gamma driven STAT1 reporter signal; inhibition, % at 5.5 µM; 200,000 tested, 0.35% active; NIH 3T3 STAT1-luciferase reporter, luminescence;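 active = inhibition above a set limit, the mean inhibition across all tested compounds plus 3 SD, cut at about 34% in these data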;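 also: 0% = IFN-gamma with DMSO and 100% = IFN-gamma with 300 µM nifuroxazide; values of inactives mirror those of a sister screen read the other way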
PPARg SRC-2 ag: promotes SRC-2 coactivator recruitment by human PPARgamma. PPARgamma LBD-SRC-2 recruitment, biochemical. P37231. 200,000 tested, 0.34% active. activation, % at 8 µM; in the data active = activation above about 22%;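 also: 0% = vehicle and 100% = reference agonist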
TLR4 MyD88 comp: blocks binding of human TLR4 to MyD88 | O00206+Q99836 | HeLa CL3-4 TLR4/MyD88 BLA complementation, FRET ratio | inhibition, % at 8.4 µM | 200,000 tested, 0.18% active | AID 861; in the data active = inhibition above about 25%;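 also: 0% = vehicle and 100% = reference inhibitor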
SRC2 TRFRET art: TR-FRET artefact, counter-screen to PPARgamma/SRC-2 agonist assay; stronger effect = higher value; TR-FRET ratio at 8 µM; 200,000 tested, 0.4% active; AID 1049; in the data active = TR-FRET ratio above about 2000; also: inactives centre near 1500
* hit, by the source's call; / = not tested or not shown.

SMILES	STAT3 inh	RAM network inh	PPARg SRC-3 ag	STAT3 act	ROMK mod	S1P3 antagonist	PPARg SRC1 recr	STAT1 inh	PPARg SRC-2 ag	TLR4 MyD88 comp	SRC2 TRFRET art
COc1ccc(N2C(=O)C(CC(=O)Nc3ccccc3)N(Cc3ccc4c(c3)OCO4)C2=O)cc1 (stereo unspecified)	1	3.4	4	104	/	/	3	4	-7	6	1655
CCOC(=O)/C(C#N)=C\c1ccc(CC)s1	-4	1.1	-9	108	/	/	-4	-7	-4	1	1512
Cc1ccnc(NC(c2ccncc2)c2c(C)[nH]c3ccccc23)c1 (stereo unspecified)	-7	1.0	3	105	-0.2	-1	4	10	-6	-2	1458
CCCCOC(=O)Nc1ccc(C(=O)OCCC)cc1	-2	3.8	-19	103	/	8	-3	-7	-3	16	1241
CCN(CC)S(=O)(=O)c1cc(OC)c(Cl)cc1Cl	-10	0.0	-3	105	0.53	/	1	-6	-10	5	1287
Nc1cc(=O)[nH]n1C1CCCCC1	-8	0.5	-1	110	/	-19	-12	3	0	-2	1437
CCOC(=O)CN1C(=O)Nc2ccc(Br)cc2C1c1ccccc1 (stereo unspecified)	4	3.5	-8	101	/	/	-2	1	-1	-7	1501
COc1ccc(C(=O)N2CC3(C)CC2CC(C)(C)C3)cc1 (stereo unspecified)	0	0.3	0	103	/	-12	4	-1	2	-2	1493
CCOC(=O)c1cc2cc3ccccc3cc2[nH]1	-13	4.7	-6	114	-0.059	/	-1	-41	7	-16	1375
Cc1ccc(NC(=O)CSc2nnc(NC(=O)CN3CCOCC3)s2)cc1	3	1.1	4	102	/	13	2	1	8	-12	1567
Cc1nc(N=C(N)N)nc2c(C)cccc12	-68	0.8	5	168*	0.67	-4	9	-19	7	-7	1700
CCC(=O)NC(=S)Nc1ccc(NC(=O)c2ccco2)c(Cl)c1	27	3.8	5	82	/	-14	7	-12	9	-2	1598
CCOC(=O)C(C)(C)n1nnc(-c2ccc([N+](=O)[O-])cc2)n1	9	3.2	2	96	-0.54	0	3	-15	7	10	1796
O=C(CSc1ncnc2c1cnn2-c1ccc(F)cc1)NCc1ccc2c(c1)OCO2	3	2.3	3	99	/	-7	5	-4	1	1	1512
COc1ccccc1-c1nnc(SCC(=O)NC2CCCCC2)o1	-70	0.3	8	163*	/	-20	0	0	16	4	1822
Cc1ccc(S(=O)(=O)N2CCc3ccccc3C2CN2C(=O)c3ccccc3C2=O)cc1 (stereo unspecified)	7	4.3	0	100	/	/	-5	7	-5	-5	1446
CN(C)C(=O)CCC(=O)N1CCCC(C(=O)c2ccc3c4c(cccc24)CC3)C1 (stereo unspecified)	14	1.8	9	92	-0.29	-4	8	11	9	-21	1601
Cc1cccc(NC(=O)N(Cc2cc3cc(C)cc(C)c3[nH]c2=O)CC2COCCO2)c1 (stereo unspecified)	1	0.9	-10	105	-0.13	/	-11	-5	0	-8	1301
CCC(C)/C(C)=N/NC(=O)c1ccc(CSc2nc3ccccc3s2)cc1 (stereo unspecified)	-20	0.5	-3	119	/	-5	4	-33	1	-13	1417
O=C(Nc1ccccc1)c1ccc(NCC2CCCO2)c([N+](=O)[O-])c1 (stereo unspecified)	-3	1.1	2	99	/	13	0	-26	10	2	1569
CCCc1nnc(SCC(=O)N2CCOCC2)n1CC1CCCO1 (stereo unspecified)	-2	4.1	0	103	/	-12	5	-1	0	7	1662
CCOC(=O)CSc1nc(N)c(C#N)cc1C#N	13	1.8	5	92	0.046	5	0	-10	-1	2	1543
Cc1ccc(C(C(=O)NC2CCCC2)N2CCc3ccccc32)cc1 (stereo unspecified)	4	4.6	-5	104	/	/	-2	4	-8	4	1393
O=C(CN1CCN(Cc2ccccc2Cl)CC1)N=Nc1c(O)[nH]c2ccccc12	-5	2.1	0	107	/	0	10	9	5	0	1607
CCCCCN=Cc1c(C)[nH]n(-c2nc3ccccc3s2)c1=O	33	-0.1	0	75	/	-2	15	-31	0	5	1589
C=CCn1c(=NC(=O)c2ccc(S(=O)(=O)N3CCCC3)cc2)sc2cc(NC(C)=O)ccc21	-1	1.7	0	99	1.5	3	-4	6	7	1	1571
COCc1cc(C)n(CC(=O)N2CCCC2)c(=O)c1C#N	25	1.8	3	85	0.46	9	-1	-3	6	-12	1747
Cc1nc2cc(NC(=O)NCc3ccco3)ccc2n1C	13	0.6	-13	91	/	-8	-7	-15	-3	-1	1307
COc1ccc(Cl)cc1N(CC(=O)Nc1cccc(SC)c1)S(C)(=O)=O	-8	1.1	0	106	0.61	/	0	6	-5	-1	1606
O=C(NCc1ccc(Cl)cc1)C1CCN(S(=O)(=O)c2ccccc2)CC1	-1	3.0	1	107	0.48	-5	2	6	4	-13	1336
N=C1SCC(=O)N1/N=C/c1ccccc1	1	0.2	-3	100	/	-5	-2	-16	-2	9	1530
O=C(CSc1nc(O)cc(=O)[nH]1)N1CCCc2ccccc21	-4	0.9	2	107	/	/	-8	0	-8	11	1501
NC(=O)NOCc1c(Cl)cccc1Cl	-2	0.7	2	101	0.3	1	-2	-6	1	3	1491
Cc1cc(C)n2nc(SCc3nnc(-c4ccc(F)cc4)o3)nc2n1	9	3.4	0	96	1.1	-2	-8	-1	-7	0	1515
COCCNC(=O)CN(C(=O)Cn1nnc2ccccc21)c1ccc(C)cc1	3	0.8	2	102	-0.00084	-8	-2	6	1	-2	1593
Cn1c(=O)c2c(-c3ccccc3)n(Cc3ccccn3)cc2n(C)c1=O	-2	-0.5	-11	104	/	5	-5	-4	-8	0	1567
O=C(c1ccccc1)c1c[nH]c(C(=O)NNc2cccc(Cl)n2)c1	23	1.6	0	85	2*	-8	-3	4	6	18	1344
Cc1nn(Cc2ccccc2Cl)c(C)c1C(=O)NC1=NCCS1	13	1.7	-8	93	-0.18	-8	1	-4	1	9	1370
COc1ccccc1N(C)S(=O)(=O)c1ccc(Cl)c(C(=O)OCc2c(C)noc2C)c1	5	11*	0	107	-0.37	15	1	4	-5	5	1456
CC1(C)CC(=O)C2=C(C1)OC(N)=C(C#N)C2c1cn(-c2ccccc2)nc1-c1ccc(F)cc1 (stereo unspecified)	6	4.8	5	94	/	-6	0	-7	5	-2	1732
O=C(O)C(Cc1c[nH]c2ccccc12)N1C(=O)C2C3c4ccccc4C(c4ccccc43)C2C1=O (stereo unspecified)	-35	2.0	-1	131	1.5	-1	-5	-3	-2	-4	1505
CC(=O)N1CCCc2cc(S(=O)(=O)N3CCN(C4CCCCC4)CC3)ccc21	5	1.6	-5	101	/	-9	-7	5	5	5	1334
Cn1ccnc1C(=O)C1CCCN(Cc2cn[nH]c2-c2ccc(-c3ccccc3)cc2)C1 (stereo unspecified)	1	0.5	0	103	-0.82	4	7	-6	4	-6	1530
Cn1ccnc1Sc1ccc(/C=N/NC(=O)c2ccccc2[N+](=O)[O-])cc1[N+](=O)[O-]	0	2.2	-2	101	/	/	-9	-4	3	2	1527
CC(C)(C(=O)O)n1cncn1	2	0.5	5	98	0.99	-6	0	-5	7	3	1561
Fc1ccc(-c2csc(/C=C/c3ccc4c(c3)OCO4)n2)cc1	11	6.8	1	93	/	2	5	-9	2	-1	1506
CN(Cc1cccs1)C(=O)/C=C/c1ccccc1[N+](=O)[O-]	-8	0.6	0	109	-0.43	0	-1	-6	3	-2	1570
COc1ccc2c(c1OC)C(=O)N(c1ccc(C)c(C)c1)C2=O	15	1.0	-1	90	-0.4	/	-5	-17	-8	-21	1291
CCn1c(SCc2ccc(Cl)cc2)nnc1-c1ccccc1	8	0.1	11	96	/	/	-6	-5	-3	9	1611
CCc1noc(C)c1C(=O)N1CCCC(C(=O)c2ccc(OC)c(F)c2)C1 (stereo unspecified)	-2	0.5	1	106	0.11	3	3	-2	9	-8	1607
CCOP(=O)(c1ccccc1)c1nc(-c2ccccc2Cl)oc1N1CCCCC1 (stereo unspecified)	6	4.5	1	97	-0.088	/	13	13	0	9	1369
CCOC(=O)C(NC(=O)NC1CCCCC1)(c1ccccc1)C(F)(F)F (stereo unspecified)	-2	5.7	7	102	0.43	/	2	-2	6	4	1601
CCc1nnc(NC(=O)CSc2nnc3c4ccccc4n(C)c3n2)s1	-2	1.8	-1	108	/	14	2	5	6	4	1649
CC(NC(=O)COC(=O)c1ccc(N(C)C)cc1)c1ccccc1 (stereo unspecified)	11	2.9	-1	97	0.37	-18	8	-9	-1	9	1355
CCc1cc2c(=O)[nH]c(COC)nc2s1	6	0.6	2	94	-0.14	-15	-4	1	0	-2	1487
CCC(=O)Nc1cccc2c1C(=O)N(C)C2=O	-1	0.4	7	103	0.68	/	6	3	3	-18	1702
Cc1nc(=O)c(-c2ccccc2)c(C)n1CCCCCC(=O)O	13	0.5	-5	94	-0.21	/	-4	7	6	4	1443
C=CCn1cc(-c2cccc(C(F)(F)F)c2)cc(C#N)c1=O	-3	1.2	1	104	-0.046	-2	6	5	1	0	1904
Cc1ccccc1C(C(=O)NCc1ccco1)N(CC1CCCO1)C(=O)Cn1nnc2ccccc21 (stereo unspecified)	12	0.3	-8	92	-0.91	-16	1	13	-7	2	1502
Cc1cccc(Nc2nc(NCc3ccco3)nc(N3CCOCC3)n2)c1	25	5.1	-5	86	-1.6	28	4	-4	1	-14	1267

More compounds:
SMILES	STAT3 inh	RAM network inh	PPARg SRC-3 ag	STAT3 act	ROMK mod	S1P3 antagonist	PPARg SRC1 recr	STAT1 inh	PPARg SRC-2 ag	TLR4 MyD88 comp	SRC2 TRFRET art
COc1ccc(Oc2coc3c(CN4CCOCC4)c(O)ccc3c2=O)cc1	8	0.8	6	93	2.5	/	-1	10	7	1	1575
Cc1ccc(-c2nc3cccnc3s2)cc1NS(=O)(=O)c1cccs1	/	3.5	13	/	/	-20	4	-16	11	-18	1620
Cc1ccc(S(=O)(=O)C(C)C(=O)c2ccc3c(c2)OCCO3)cc1 (stereo unspecified)	-2	0.6	-3	105	0.25	/	5	-7	5	-12	1521
O=C(O)c1ccc(-c2ncc[nH]2)cc1	6	0.0	6	97	0.77	-21	7	1	3	-27	1556
CCOC(=O)c1sc2ncnc(OC)c2c1C	23	0.8	4	81	-0.14	10	3	-3	3	5	1621
COc1ccccc1N1CCN(C(=O)c2cc(-c3cccc(Cl)c3)on2)CC1	4	-0.8	-4	100	/	-7	1	-3	0	10	1546

By substructure: those above with a CF3 group (two)
SMILES	STAT3 inh	RAM network inh	PPARg SRC-3 ag	STAT3 act	ROMK mod	S1P3 antagonist	PPARg SRC1 recr	STAT1 inh	PPARg SRC-2 ag	TLR4 MyD88 comp	SRC2 TRFRET art
CCOC(=O)C(NC(=O)NC1CCCCC1)(c1ccccc1)C(F)(F)F (stereo unspecified)	-2	5.7	7	102	0.43	/	2	-2	6	4	1601
C=CCn1cc(-c2cccc(C(F)(F)F)c2)cc(C#N)c1=O	-3	1.2	1	104	-0.046	-2	6	5	1	0	1904
